# From PubChem
# dFosB act – mouse delta FosB homodimer activation; P13346; purified delta FosB, TAMRA-CDK5 oligo fluorescence polarization; percent of positive-control signal above neutral wells; activation, % at 25 µM; 0.99% of 340,000 active;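 active = mean activation above about 17%, with every replicate also reaching it, limit read from the data, passing the limit was not always enough; inconclusive = only one of the two conditions met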;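 also: fluorescence polarization rise as delta FosB binds a TAMRA Cdk5 AP-1 oligo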
# Target sequence (P13346 whole entry, looked up): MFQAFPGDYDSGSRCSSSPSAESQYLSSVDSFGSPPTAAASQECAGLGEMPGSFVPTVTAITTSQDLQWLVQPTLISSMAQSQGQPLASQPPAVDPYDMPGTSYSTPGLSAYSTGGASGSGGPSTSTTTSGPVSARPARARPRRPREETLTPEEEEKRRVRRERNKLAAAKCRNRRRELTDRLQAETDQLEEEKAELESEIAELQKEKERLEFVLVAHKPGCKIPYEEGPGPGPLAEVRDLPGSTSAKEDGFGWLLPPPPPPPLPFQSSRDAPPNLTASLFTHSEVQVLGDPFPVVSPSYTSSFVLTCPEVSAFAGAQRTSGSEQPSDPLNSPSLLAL
# SR-BI DiI inh – blocks mouse SR-BI lipid uptake from DiI-HDL | Q61009 | ldlA[mSR-BI] CHO cells, DiI-HDL uptake fluorescence, 3 h | inhibition, % at 12.5 µM | 0.96% of 320,000 active;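 active = mean replicate inhibition of at least 70% and a set share of replicates each scoring 70 or more; inconclusive = meets just one of the two criteria; inactive = fails both criteria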;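 also: 0% = median of neutral control wells and 100% = median of positive control wells; values of inactives mirror those of a sister screen read the other way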
# Target sequence (Q61009 whole entry, looked up): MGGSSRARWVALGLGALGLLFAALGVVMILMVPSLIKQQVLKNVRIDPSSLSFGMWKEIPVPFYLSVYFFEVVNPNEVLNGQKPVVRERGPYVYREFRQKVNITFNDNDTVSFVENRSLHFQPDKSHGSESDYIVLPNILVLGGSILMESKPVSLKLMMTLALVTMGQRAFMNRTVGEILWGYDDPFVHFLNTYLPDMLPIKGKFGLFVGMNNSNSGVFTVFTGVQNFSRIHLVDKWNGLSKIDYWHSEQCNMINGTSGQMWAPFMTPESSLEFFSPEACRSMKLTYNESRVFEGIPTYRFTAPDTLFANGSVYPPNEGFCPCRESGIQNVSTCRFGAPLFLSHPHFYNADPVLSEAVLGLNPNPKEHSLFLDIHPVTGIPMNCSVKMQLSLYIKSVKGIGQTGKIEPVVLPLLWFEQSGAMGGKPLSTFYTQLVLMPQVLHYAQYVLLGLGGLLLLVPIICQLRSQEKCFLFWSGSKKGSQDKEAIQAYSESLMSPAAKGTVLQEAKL
# CAL PDZ FP-1 – inhibitors of human CAL PDZ peptide binding; inhibition, % at 20 µM; AID 504414; Q9HD26; purified CAL PDZ, TMR-peptide fluorescence polarization, 1 h; 0.02% of 330,000 active;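 active = highest replicate inhibition of at least 40%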;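 also: plate controls were DMSO neutral control wells for no effect and unlabeled competitor peptide control wells for full effect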
#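 Test system: tagged CAL PDZ domain / Buffer or medium: sodium phosphate/NaCl buffer pH 7.4 with TCEP, IgG, Thesit / Reagent: TMR-labelled reporter peptide T*-PRC34 bound in PDZ groove / Compound dosing: single point, 20 µM / Schedule: 1 h incubation at room temperature before polarization reading / Technique: fluorescence polarization (mP) / Benchmarks: unlabelled peptide, DMSO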
# MITF act – increases MITF-driven TRPM1 promoter luciferase signal | 0.75% of 300,000 active | SK-MEL-5 TRPM1-promoter luciferase, 24 h; % of positive control, neutral wells = 0 | activation, % at 12.5 µM | AID 588334;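 active = mean activation of at least 80% with every replicate also reaching 80%; inconclusive = mean reaches 80% but some replicate falls short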;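 also: 0% = neutral control wells and 100% = parthenolide positive control wells; values of inactives mirror those of a sister screen read the other way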
# NSD2 inh – inhibitors of human histone methyltransferase NSD2; NSD2 peptide methylation, AlphaScreen, 120 min; inhibition, % at 12.5 µM; 0.54% of 310,000 active; AID 743445; in the data active = inhibition above about 50%
# SR-BI DiI-HDL act – SR-BI HDL lipid transfer activation | activation, % at 12.5 µM | 0.096% of 320,000 active | CHO ldlA[mSR-BI] cells, DiI-HDL uptake fluorescence, 3 h; 100 = double the neutral-control signal;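 active = mean replicate activation of at least 60% and every replicate at or above 60%; inconclusive = mean or all-replicate condition met, but not both; inactive = mean below 60% and not all replicates reaching 60%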;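 also: 0% = median plate neutral-control signal and 100% = twice that signal; values of inactives mirror those of a sister screen read the other way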
#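 Material: SR-BI-overexpressing, LDLR-lacking CHO cells; schedule: compound exposure 3 h, 37 °C; reagent: DiI-labelled HDL at 10 µg/mL final; technique: bottom-read fluorescence, 550/595 nm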
# PfHsp90 set2 – inhibits growth of yeast expressing Plasmodium falciparum Hsp90. S. cerevisiae expressing PfHsp90, BacTiter-Glo ATP, 48 h; yeast lacking PDR1 and PDR3 efflux regulators. inhibition, % at 9.4 µM. 0.32% of 310,000 active. AID 504621;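 active = every replicate shows inhibition above about 80%, whatever the replicate mean, limit read from the data; inconclusive = mean inhibition reaches the set limit but some replicate falls short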;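 also: 0% = DMSO neutral controls and 100% = 20 µM radicicol positive controls; yeast relying on Plasmodium falciparum Hsp90 in place of its own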
# Rtt109 HAT inh – C. albicans Rtt109 histone acetyltransferase inhibition. purified Rtt109/Vps75, ThioGlo CoA-SH fluorescence, 4 h. AID 540336. inhibition, % at 34.9 µM. 0.16% of 330,000 active;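 active = inhibition of at least 50% in every replicate; inconclusive = best replicate reaches 50% inhibition but some replicates fall short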
# PvdQ inh – P. aeruginosa PvdQ acylase inhibition; purified PvdQ acylase, fluorescence plate reader; inhibition, % at 10 µM; 0.063% of 340,000 active; AID 488965; in the data active = inhibition above about 30%, passing the limit was not always enough; inconclusive = no clear call, values can overlap the other calls;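 also: 0% = vehicle neutral wells and 100% = reference inhibitor wells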
# CAL PDZ FP-2 – inhibitors of human CAL PDZ peptide binding | Q9HD26 | purified CAL PDZ, TMR-peptide fluorescence polarization, 1 h | inhibition, % at 24.9 µM | 0.92% of 300,000 active | AID 602252;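 active = mean inhibition of at least 30% with at least half of replicates also reaching 30%; inconclusive = no clear call, values can overlap the other calls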;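 also: 0% = DMSO neutral control and 100% = excess unlabeled competitor peptide PRC23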
# Numbers without * were called inactive; ? = inconclusive; . = no result given.
SMILES,dFosB act,SR-BI DiI inh,CAL PDZ FP-1,MITF act,NSD2 inh,SR-BI DiI-HDL act,PfHsp90 set2,Rtt109 HAT inh,PvdQ inh,CAL PDZ FP-2
CC1(C(=O)Nc2ccc3ccccc3c2)CC1(Br)Br (stereo unspecified),8,-4,-2.1,-15,3,4,-10,-6,-1,-4
COc1cc(OC)cc(-c2c(-c3cccs3)c3cc(-c4ccc(OCc5ccccc5)cc4)ccc3n2C)c1,6,-7,0.2,3,.,7,-8,3,0,-2
CC(=O)c1cccc(NC(=S)NC2CCCCC2)c1,3,19,-1.1,11,1,-19,-8,-14,-5,-2
COc1ccc(CCNC(=O)/C=C/c2ccc3ccccc3n2)cc1OC,-6,19,-3.4,-54,-1,-19,-3,4,-7,-3
CON/C=N/C(=S)Nc1ncc(C(F)(F)F)cc1Cl,-6,-4,0.3,-7,10,4,13,0,-15,-1
Cc1ccc(C(=O)N2CCN(c3ccccc3)CC2)cc1S(=O)(=O)N1CCCC1,-6,1,0.0,-13,-1,-1,-7,1,7,1
COCCNC(=O)C(C)Oc1ccccc1 (stereo unspecified),1,-1,-1.1,7,-1,1,-3,.,-3,1
COC(=O)c1ccccc1-n1cccc1C(=O)NP(=O)(N1CCOCC1)N1CCOCC1,2,-17,-2.1,4,-9,17,-16,11,-3,0
c1ccc(CNc2nc(N3CCOCC3)nc(N3CCOCC3)n2)cc1,-3,-11,-0.6,3,16,11,15,3,12,-1
Cc1ccc(NC2=NC3(CCCC3)N=C(N)N2)c(C)c1,-12,2,-0.8,-19,-1,-2,-7,4,-14,-7
CCc1ccc(N(CC(=O)NC(C)(C)CC)C(=O)CCC(=O)Nc2nccs2)cc1,-12,14,-0.3,-4,0,-14,6,5,-9,4
COc1ccccc1NC(=O)COC(=O)c1cnccn1,-3,-16,0.5,.,0,16,.,-9,-6,-1
CC1=NN(/C(=N\c2nnc(C)s2)Nc2ccccc2)[C@H](c2cccc3ccccc23)S1,6,25,-1.3,0,1,-25,69,10,2,1
O=C1C2CCCCC2C(=O)N1Cc1ccccc1 (stereo unspecified),0,-15,-0.3,-1,-1,15,6,5,-15,-2
CCc1ccc(-c2csc(NC(=O)C3=COCCO3)n2)cc1,-7,-1,-1.7,82*,1,1,-9,1,-10,-4
COc1ccc(CNC(=O)c2ccc3c(c2)N(C)C(=O)CS3=O)cc1 (stereo unspecified),-6,1,0.2,-6,.,-1,-3,3,-2,0
O=C(NCCCO)/C(=C\C=C\c1ccccc1)NC(=O)c1ccccc1Cl,-6,-12,-0.4,11,-1,12,33,0,12,-5
O=C(COC(=O)COc1cccc(C(F)(F)F)c1)Nc1ccc(N2CCOCC2)cc1,-11,-12,-1.3,.,1,12,-6,-1,-5,-6
C=CCNC(=S)/C(=C(/[O-])c1ccccc1Br)[n+]1ccccc1,-8,2,3.0,11,-1,-2,3,-3,2,-3
Cc1ccc(Nc2nc(N/N=C\c3ccc4c(c3)OCO4)nc(N3CCOCC3)n2)cc1,60*,86*,0.0,33,1,-86,3,2,1,.
COc1ccc(OC(=O)COc2ccc(C)cc2)cc1,-6,13,-0.8,-11,-5,-13,4,4,-12,-4
CC(C)CNC(=S)N1CCC(NC(=O)c2ccco2)CC1,4,-4,-0.8,0,-1,4,-25,-10,-12,0
COc1cccc(-c2csc(N3CCN(CC(=O)NNC(=O)c4ccco4)CC3)n2)c1,-7,24,-0.7,9,1,-24,-4,4,10,.
O=C(COC(=O)Cn1cnc2ccccc21)Nc1ccc(F)c(F)c1,-3,-23,0.0,-11,-2,23,.,4,-19,.
Cc1ccc(Nc2c(-c3ccccn3)nc3ccc(C)cn23)cc1,?,.,0.7,-70,0,.,26,3,-8,-2
# (next part)
SMILES,dFosB act,SR-BI DiI inh,CAL PDZ FP-1,MITF act,NSD2 inh,SR-BI DiI-HDL act,PfHsp90 set2,Rtt109 HAT inh,PvdQ inh,CAL PDZ FP-2
CN(C)c1nc(N(C)C)nc(N2CCCCC2)n1,-2,3,-0.8,.,-4,-3,13,14,17,1
O=C(Nc1ccc(OC(F)(F)F)cc1)c1ccc2nccnc2c1,-12,40,-1.0,13,-3,-40,-18,0,-4,0
N#Cc1c(-c2ccccc2)ccnc1Oc1ccccc1,5,20,-1.3,47,0,-20,-7,8,-17,-43
CSc1nsc(NC(=O)OCc2ccc(Cl)cc2)n1,-2,-21,-2.4,.,3,21,-5,-15,-9,-3
CC(C)OC(=O)CN1C(=O)C(C)(C)Oc2ccc(C(=O)NC(C)(C)C)cc21,1,-16,-2.8,.,8,16,25,-13,-18,-4
O=C(c1ccc2snnc2c1)N1CCCC1,-9,-11,-4.6,-14,0,11,15,-2,-9,-3
O=C1N[C@@H](c2ccccc2)COC(=O)[C@@H](Cc2ccc(F)cc2)C/C=C\C[C@H]1CC(=O)N(CCO)Cc1ccccc1,-8,17,-2.9,6,.,-17,4,12,12,2
CN(C)c1cc[n+](CC(=O)Nc2ccc(Oc3ccccc3)cc2)cc1,-11,-22,0.8,-20,1,22,-1,0,3,.
CCn1c(CNC(=O)c2cccnc2)cc2ccccc21,7,3,0.6,-10,2,-3,18,-6,-6,0
O=C(NN=C1CCCC1)c1ccc(Br)cc1,0,-15,0.4,.,.,15,0,2,-11,-2
Cc1ccc(S(=O)(=O)CCC(=O)N2CCN(c3ccc([N+](=O)[O-])cc3)CC2)cc1,-8,10,-1.4,43,-1,-10,2,-6,12,-5
O=C(Cn1cnc2ccccc21)OCC(=O)N1CCc2ccccc2C1,-1,6,-2.9,7,-3,-6,5,7,7,-4
OCc1ccc(N=Nc2ccccc2)cc1,7,-7,1.0,.,0,7,-12,5,-4,.
Cc1cc(Cl)c(C)c(S(=O)(=O)N2CCN(C(=O)C3CCCO3)CC2)c1Cl (stereo unspecified),-3,15,0.1,11,-2,-15,-19,-5,-3,0
CC1=C(C(=O)Nc2cc(C(=O)NCCCOC(C)C)ccc2C)SCCO1,-7,33,-1.6,-2,0,-33,1,4,-14,-2
CCCCc1nc2ccccc2c(NC(=O)CN(CC)CC)c1CCC,-10,12,0.6,-10,-3,-12,-7,-1,-17,1
O=C(N1CCOCC1)C12CC3CC(C1)CC(c1ccccc1)(C3)C2,3,-1,0.2,.,-1,1,0,23,-15,-2
CCOc1ccc(CCNC(=O)COC(=O)COc2ccc(Br)cc2)cc1OCC,-15,3,0.2,-3,-1,-3,-7,-1,-10,-5
COc1cccc(C2CC(c3ccccc3)n3ncnc3N2)c1 (stereo unspecified),-10,-1,-1.7,8,.,1,18,-1,-10,.
COc1ccc(CCNc2ncnc3sc(C)cc23)cc1OC,-3,-1,-2.8,.,2,1,3,3,-3,-8
COc1ccc(OC)c(C(=O)CSc2nnnn2C)c1,5,17,-2.9,.,-3,-17,.,.,-6,-1
Cn1nc(C(=O)NCc2cccc(F)c2)cc1C(=O)NCc1cccc(F)c1,-4,47,1.2,-5,-3,-47,-9,-1,-9,-2
CN1CCN(C(=O)c2ccccc2NC(=O)c2ccc(C(C)(C)C)cc2)CC1,-12,2,-1.6,-5,-1,-2,-13,3,1,-5
Cc1c(C(=O)Nc2cccc(S(=O)(=O)N3CCCC3)c2)oc2ccccc12,11,60,-2.0,16,-2,-60,2,2,-6,-5
Cc1ccc(C(=O)N2CCCC(N(C)Cc3ccccc3)C2)s1 (stereo unspecified),-5,-14,-2.0,5,8,14,-7,3,-12,1
# Later entries.
SMILES,dFosB act,SR-BI DiI inh,CAL PDZ FP-1,MITF act,NSD2 inh,SR-BI DiI-HDL act,PfHsp90 set2,Rtt109 HAT inh,PvdQ inh,CAL PDZ FP-2
Cc1ccc(C)n1CCN1CCN(C(=O)CC#N)CC1,-5,-4,-1.0,-2,0,4,-10,0,-15,0
CC(=O)NCc1ccc(-c2csc(N)n2)s1,-1,0,0.8,-2,.,0,-37,-1,-7,5
CC(C)C(C)(C#N)NC(=O)CSc1nc2scc(-c3ccccc3)c2c(=O)[nH]1 (stereo unspecified),-7,-2,-1.4,-9,2,2,-24,-2,4,1
CCc1cc(=O)oc2c3c(cc(OCC(=O)NCCCn4ccnc4)c12)OC(C)(C)CC3,-12,35,-0.8,-2,.,-35,6,-7,1,-4
Cc1c(C(N)=O)cc([N+](=O)[O-])cc1[N+](=O)[O-],-2,-17,-0.3,-8,-2,17,.,4,13,.
CCC1NC(=O)c2cc(S(N)(=O)=O)c(Cl)cc2N1 (stereo unspecified),0,1,-1.4,-6,.,-1,1,-12,-2,-3
COc1cccc(/C=N\NC(=O)C2=NNC(=O)C2C)c1O (stereo unspecified),3,17,1.4,2,-12,-17,-29,7,-8,0
C/C(CCc1oc2ccccc2c1-c1ccc(C)o1)=N/O,-6,33,-0.5,.,0,-33,-25,-7,-14,.
COc1cccc(NC(=O)CSc2nc3ccccc3c(=O)n2CCCC(=O)N2CCCC2)c1,-10,15,-2.2,-11,9,-15,17,-2,-10,-7
CN1CCc2nc3sc(C(=O)NCc4ccccc4)c(N)c3cc2C1,-1,12,-0.2,12,14,-12,5,.,-4,-4
Cc1c(C)c2ccc(OCC(=O)NC(Cc3c[nH]c4ccc(O)cc34)C(=O)O)c(C)c2oc1=O (stereo unspecified),2,-64,-0.5,.,.,?,18,1,-3,-3
Cc1cc(NC(=O)COC(=O)C2CC(=O)N(c3cccc(Cl)c3)C2)no1 (stereo unspecified),-4,-15,-1.1,0,-4,15,-10,6,-15,-3
C/C(CC(=O)Nc1ccc2c(c1)OCCO2)=N\NC(=O)COc1ccc(Cl)c(C)c1,-8,16,-1.9,-4,4,-16,-13,5,-17,47*
COc1cccc(N2C(=O)Nc3ccc(Br)cc3C2(O)C(=O)NCCCOC(C)C)c1 (stereo unspecified),-4,-1,-0.5,6,0,1,2,-3,-18,0
C=CCc1cccc2cc(C(=O)NNC(=O)CC#N)c(=O)oc12,-3,.,-0.3,2,1,.,-14,2,-4,.
CCC(C)NC(=O)CN(c1cc(C)ccc1OC)S(C)(=O)=O (stereo unspecified),-1,-11,-1.9,2,2,11,12,23,-1,1
O=C(NCCNc1ccccc1[N+](=O)[O-])c1cc(F)c(F)cc1Cl,-8,21,0.1,.,-3,-21,-2,6,3,-1
CC(=O)c1c(C)n(CCO)c2ccc(O)cc12,5,-2,-0.9,10,6,2,-23,1,-15,-2
O=C(COC(=O)[C@@H]1CC(O)CN1S(=O)(=O)c1ccccc1[N+](=O)[O-])Nc1ccc2ccccc2c1 (stereo partly specified),-6,-37,-0.5,3,-2,37,-13,4,-2,-4
COc1cc(C2c3c(-c4cc(Cl)c(C)cc4O)n[nH]c3C(=O)N2Cc2cccnc2)ccc1O (stereo unspecified),-7,-24,-2.2,-1,0,24,-4,10,-19,-6
